# Screens (PubChem BioAssay)
# Keap1 Nrf2 FP – Keap1-Nrf2 protein-protein interaction inhibitors, primary screen, biochemical, fluorescence polarization, single point. Kelch-like ECH-associated protein 1 (Homo sapiens), Q14145. Keap1 Kelch-Nrf2 peptide fluorescence polarization, 1536-well. inhibition, % at 9.4 µM. 0.15% of 340,000 active. AID 504523, 2011; in the data active = inhibition above about 12%;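 note: human Keap1 Kelch domain with fluorescein labeled Nrf2 9mer peptide probe; 0% = neutral control wells and 100% = peptide positive control; higher means more block of Keap1 binding to Nrf2 peptide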
# Target sequence (Q14145 whole entry, looked up, the tested form may be a part): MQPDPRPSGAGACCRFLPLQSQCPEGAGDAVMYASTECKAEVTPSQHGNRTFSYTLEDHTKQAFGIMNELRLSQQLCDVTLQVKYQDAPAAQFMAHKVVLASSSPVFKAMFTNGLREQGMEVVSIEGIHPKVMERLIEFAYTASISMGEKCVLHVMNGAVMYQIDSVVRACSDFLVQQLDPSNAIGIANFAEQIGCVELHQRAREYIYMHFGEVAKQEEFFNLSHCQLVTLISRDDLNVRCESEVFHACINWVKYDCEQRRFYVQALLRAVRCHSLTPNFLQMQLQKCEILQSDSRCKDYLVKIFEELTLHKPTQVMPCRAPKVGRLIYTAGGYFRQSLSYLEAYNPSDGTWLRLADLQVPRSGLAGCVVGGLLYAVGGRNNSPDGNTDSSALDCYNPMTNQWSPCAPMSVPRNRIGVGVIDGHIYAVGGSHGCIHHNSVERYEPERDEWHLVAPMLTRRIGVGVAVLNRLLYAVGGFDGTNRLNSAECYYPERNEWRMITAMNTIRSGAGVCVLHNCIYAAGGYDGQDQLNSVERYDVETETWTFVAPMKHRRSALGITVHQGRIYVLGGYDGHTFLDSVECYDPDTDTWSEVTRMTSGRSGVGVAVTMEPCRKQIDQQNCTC
# HTR5A inv ctr – HTR5A inverse agonists in luminescence cell assay, primary screen, counter-screen for OPRM1-OPRD1 heterodimer inverse agonist project, full-deck HTS | 5-hydroxytryptamine receptor 5A (Homo sapiens), P47898 | HTR5A cell line, inverse agonism | inhibition, % at 9.3 µM | 0.083% of 340,000 active; in the data active = inhibition mostly above about 23%, no sharp cut-off; inactive = mostly below about 18%;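 note: 0% = cells with DMSO and 100% = no-cell wells with DMSO; some compounds called inactive have numbers as strong as hits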
# Target sequence (P47898 whole entry, looked up): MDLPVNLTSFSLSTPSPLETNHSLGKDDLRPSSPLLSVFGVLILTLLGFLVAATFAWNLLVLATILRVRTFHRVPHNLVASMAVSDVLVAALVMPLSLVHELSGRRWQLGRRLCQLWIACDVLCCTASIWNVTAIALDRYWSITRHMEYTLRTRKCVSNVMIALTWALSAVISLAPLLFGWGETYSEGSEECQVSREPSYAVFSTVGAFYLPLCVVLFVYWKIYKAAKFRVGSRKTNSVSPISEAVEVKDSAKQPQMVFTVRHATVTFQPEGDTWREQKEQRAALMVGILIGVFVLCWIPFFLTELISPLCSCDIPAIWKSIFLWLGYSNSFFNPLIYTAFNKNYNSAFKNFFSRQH
# CAL PDZ FP – untagged CAL PDZ binding inhibitors, primary screen, biochemical, fluorescence polarization, HTS | Golgi-associated PDZ and coiled-coil motif-containing protein (Homo sapiens), Q9HD26 | purified CAL PDZ, TMR-peptide fluorescence polarization, 1 h | inhibition, % at 24.9 µM | 0.92% of 300,000 active | AID 602252, 2012;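 active = mean inhibition of at least 30% with at least half of replicates also reaching 30%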;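 note: 0% = DMSO neutral control and 100% = excess unlabeled competitor peptide PRC23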
# RTF Ca sens inh – cardiac RTF calcium sensitivity inhibitors, primary screen, biochemical, IANBD-TnC fluorescence, EC70 calcium; AID 493244, 2011; IANBD-labeled cardiac RTF, Ca2+ fluorescence; Troponin I, cardiac muscle (Homo sapiens) + Troponin T, cardiac muscle (Homo sapiens) + …; inhibition, % at 7.15 µM; 0.12% of 340,000 active;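 active = inhibition above the mean inhibition of all tested compounds plus 3 SD, cut at about 17% in these data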;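 note: assay run at fixed EC70 calcium of 1.6 mM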
# MOR-DOR ag – agonists of OPRM1-OPRD1 heterodimerization, primary screen, cell-based, luminescence; cells; activation, % at 9.3 µM; Mu-type opioid receptor (Homo sapiens) + Delta-type opioid receptor (Homo sapiens), …; AID 504326, 2011; 0.3% of 340,000 active; in the data active = activation above about 18%;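 note: 0% = vehicle-treated cells and 100% = reference agonist; values of inactives mirror those of a sister screen read the other way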
# C-LANA FP – inhibitors of KSHV C-LANA binding to DNA, primary screen, biochemical, fluorescence polarization, FAM-LBS DNA, MBP-C-LANA, single point; inhibition, % at 9 µM; 0.078% of 340,000 active; AID 504423, 2011;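 active = highest replicate inhibition at or above 60% at 9 µM, even if other replicates fall short; inactive = all replicates below 60% inhibition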;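 note: 0% = neutral control wells and 100% = 4 µM acridine orange control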
# V-ATPase pH – regulators of yeast V-ATPase proton pumping, primary screen, pHLuorin cytosolic pH fluorescence; S. cerevisiae; AID 504577, 2011; response, % at 10 µM; 0.37% of 350,000 active; in the data active = response mostly above about 7.3%, no sharp cut-off; inactive = mostly below about 5.4%; note: actives read high; inactives centre near 0; some compounds called inactive have numbers as strong as hits; reference of the scale not given here
# OPRM1-OPRD1 inv – inverse agonists of MOR-DOR heterodimerization, primary screen, cell-based, luminescence | Mu-type opioid receptor (Homo sapiens) + Delta-type opioid receptor (Homo sapiens), … | cell-based MOR-DOR heterodimer luminescence, inverse agonism | inhibition, % at 9.3 µM | 0.21% of 340,000 active; in the data active = inhibition above about 22%, passing the limit was not always enough;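 note: 0% = cells with DMSO and 100% = wells without cells with DMSO; values of inactives mirror those of a sister screen read the other way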
# cardiac RTF act – cardiac RTF calcium sensitivity activators, primary screen, biochemical, IANBD-TnC fluorescence, EC20 calcium; Troponin I, cardiac muscle (Homo sapiens) + Troponin T, cardiac muscle (Homo sapiens) + …; IANBD-labeled TnC RTF fluorescence at EC20 calcium; 0% EC20 calcium, 100% full calcium; activation, % at 7.2 µM; 0.24% of 340,000 active;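 active = activation above the mean over all tested compounds plus 3 SD, cut at about 30% in these data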;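 note: rise in fluorescence read as greater calcium sensitivity of cardiac thin filaments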
# HTR5A ag ctr – HTR5A agonists in luminescence cell assay, primary screen, counter-screen for OPRM1-OPRD1 heterodimer agonist project, full-deck HTS. 5-hydroxytryptamine receptor 5A (Homo sapiens), P47898. cell-based. activation, % at 9.3 µM. 0.61% of 340,000 active. AID 504692, 2011; in the data active = activation mostly above about 9.5%, no sharp cut-off; inactive = mostly below about 7.6%;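 note: 0% = cells with vehicle only and 100% = reference agonist; strong numbers were not always called active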
# An asterisk follows results filed as active; · = no result given. Rows are unselected. About 2.8% of those tested had a hit in this group.
SMILES,Keap1 Nrf2 FP,HTR5A inv ctr,CAL PDZ FP,RTF Ca sens inh,MOR-DOR ag,C-LANA FP,V-ATPase pH,OPRM1-OPRD1 inv,cardiac RTF act,HTR5A ag ctr
O=[N+]([O-])c1sccc1CS(=O)(=O)c1ccccc1,1,-14,·,3,1.5,0.6,0,-7,3,-2
COc1ccc(-c2nnc(SCC(=O)OC3CCCCC3)o2)cc1OC,-2,4,-3,-4,2.0,0.1,-2,-11,13,-2
C=CCN(CC=C)C(=O)C[n+]1ccc(C(N)=O)cc1,-3,-20,·,-5,-2.5,8.3,4,13,12,-7
Cc1ccc(OCc2nnc(SCC(=O)NCc3ccccc3)n2C)cc1,2,9,-1,-4,-2.2,-1.5,0,13,-2,-9
O=C(CCn1ccc([N+](=O)[O-])n1)NC1CCCCCC1,0,-19,0,2,-2.2,1.9,-2,12,2,-2
COC(=O)[C@H](CC(C)C)NC(=O)Cn1cnc2c(SC)nc(N)nc21,0,·,-6,0,·,4.3,-3,·,-6,·
COc1ccccc1C(=O)NCCN1CCN(c2ccccc2)CC1,-5,-1,14,-7,-0.3,1.4,2,2,-5,0
C(=N\Nc1nc2ccccc2s1)/c1ccco1,-7,-9,-1,-1,2.5,-0.3,2,-14,1,1
CCCOc1ccc(C(=O)NNC(=S)NC(=O)c2cc(-c3ccc(Cl)cc3)nc3ccccc23)cc1,2,75*,-6,-12,-11,0.6,-1,61*,-11,-22
Cn1nc(C(C)(C)C)c([N+](=O)[O-])c1C(=O)N1CCCCCC1,1,9,-4,-11,-2.5,1.7,3,13,1,-2
COc1cccc(C2=NOC(C(=O)NC(C)(C)C)C2)c1 (configuration not stated),-2,-6,·,0,1.4,-1.1,-2,-8,1,2
CCCn1c(N)c(C(=O)CN(C)CC(=O)Nc2c(Cl)cccc2Cl)c(=O)[nH]c1=O,2,-26,8,10,-2.8,0.1,-4,11,-3,11
CCOC(=O)C1(Cc2ccccc2C(F)(F)F)CCN(C(=O)c2cc(C(C)=O)n[nH]2)CC1,-3,7,-3,0,-0.3,-0.1,-2,2,-2,4
COc1ccccc1Oc1ccc(S(=O)(=O)N2CCN(C)CC2)cc1,0,-2,-2,7,-1.5,0.4,6,7,-3,1
Cc1ccc(Cn2nnc3c(=O)n(Cc4cccc(C)c4)cnc32)cc1,-10,-4,-1,5,0.1,-0.4,2,-1,-1,11
CCCc1nnc(SCC(=O)N2CCCC(C)C2)n1CC1CCCO1 (configuration not stated),2,-35,1,-1,-2.3,0.1,-3,14,0,0
CC(C)OC(=O)C1C2C=CC3(CN(Cc4cccs4)C(=O)C13)O2 (configuration not stated),-7,25,-3,-2,-0.9,-2.1,5,5,2,-3
Cc1ccc(NC(=O)c2ccco2)c(NC(=O)c2cccs2)c1,1,-11,-3,0,-2.3,-1.3,0,13,2,4
COc1cc(C2CC(=O)OC3=C2C(=O)CC(C)(C)C3)cc(OC)c1OC (configuration not stated),-6,5,-5,2,-2.9,0.4,0,14,-4,-2
O=C(O)CC(NC(=O)C12CC3CC(CC(C3)C1)C2)c1cccc([N+](=O)[O-])c1 (configuration not stated),-2,20,-1,-3,-1.4,1.1,1,7,-7,-3
COc1ccc(NS(=O)(=O)c2cccc(NC(=O)NCCCl)c2)cc1,-2,-2,-5,7,-3.1,-0.8,-3,15,0,1
COc1cc(C2N(c3ccc(Cl)cc3)C(=O)C3CCCN32)cc(OC)c1OC (configuration not stated),-2,3,-3,-5,-0.8,3.5,-2,4,-4,-1
NC(=S)n1[nH]c(-c2ccccc2)c(N=Nc2ccccc2C(=O)N2CCOCC2)c1=O,6,9,-2,-1,-2.5,1.8,-4,14,-1,-3
CC(C)(CNC(=O)c1sc2cc(Cl)ccc2c1Cl)N1CCOCC1,-2,7,2,-2,1.6,-3.0,3,-10,-6,-3
Cc1ccccc1NCc1ccc(O)c2ncccc12,-3,0,-1,1,-1.0,-1.0,-5,6,4,0
CN1CCC(=NNC(=O)c2ccc(N(Cc3ccc(Cl)cc3)S(C)(=O)=O)cc2)CC1,-5,11,3,8,-1.3,0.3,-3,7,3,5
Cc1ccccc1-c1cc(C(=O)O)nn1CC1CC(c2cccc([N+](=O)[O-])c2)=NO1 (configuration not stated),7,0,-1,-3,-2.1,2.9,6,11,-4,3
CS(=O)(=O)N1CCC(C(=O)N2CCN(c3ccccc3F)CC2)CC1,-1,10,-7,-8,-1.7,3.2,-4,9,0,-3
C#CCN1C(=O)C(O)(CC(=O)/C=C/C=C/c2ccccc2)c2ccccc21 (configuration not stated),-11,-3,1,-27,-2.1,-0.3,-1,11,6,1
CCN1C(=O)c2cccc3c(S(=O)(=O)N(C(=O)c4cccnc4)c4ccc(OC)cc4)ccc1c23,-5,14,8,-15,-0.8,0.4,0,4,2,4
COc1cccc(CC2(CO)CCCN(Cc3ccc(-c4ccco4)cc3)C2)c1 (configuration not stated),-12,1,-3,-14,3.1,-2.0,-1,-14,5,-1
O=C(Nc1ccc2c(c1)N(S(=O)(=O)c1cccs1)CCC2)c1c(F)cccc1F,1,-16,-6,-6,-1.1,0.8,-3,6,0,-1
CC(Oc1ccc(-c2ccccc2)c(F)c1)c1ccn(S(=O)(=O)c2cccc3ccccc23)n1 (configuration not stated),-7,-13,-3,-9,-1.4,-0.7,-4,8,-1,7
CCCCC1=CC2=C(c3ccco3)C(=O)C(C)(OC(=O)c3ccc(OC)cc3)C(=O)C2=CN1Cc1ccco1 (configuration not stated),-5,-5,9,-3,0.2,0.4,3,-1,0,2
N#Cc1ccc(C2=NC(C(F)(F)F)(C(F)(F)F)c3c(n(Cc4ccco4)c(=O)[nH]c3=O)N2)cc1,1,-7,-1,-6,-1.7,0.1,2,8,5,-4
CC(=O)Nc1ccc(NS(=O)(=O)c2ccc(-c3cnc(C4CC4)o3)cc2)cc1,-3,-30,3,-7,-1.0,1.3,0,5,-1,-3
CC(C)C1Cc2c(C#N)c(N)n(C)c(=S)c2CO1 (configuration not stated),6,11,-5,-6,-1.7,-0.1,-2,8,-1,-3
CCC(C)(C)C1CCc2c(sc(NC(=O)c3ccccc3C(=O)O)c2C#N)C1 (configuration not stated),6,-19,-2,5,-2.1,2.0,2,11,-6,0
CCn1nnc(-c2ccccc2NS(=O)(=O)c2ccc(S(=O)(=O)N(C)C3CCCCC3)cc2)n1,-3,-12,-1,-6,-1.2,-0.4,-2,6,2,3
COc1ccc(C(=O)Cn2c(C(C)=O)nc3ccccc32)cc1,-5,0,-3,-6,-1.5,-2.1,4,6,-2,0
CCOc1ccc(NS(=O)(=O)c2cc(C(=O)N3CCC3)ccc2Cl)cc1,0,-7,-8,-9,0.3,1.4,-1,-2,0,2
FC(F)(F)c1cc(-c2ccccc2)nc(NCc2cccnc2)n1,3,-21,1,-7,1.7,-1.1,20*,-10,-8,5
COCC(=O)Oc1c(S(=O)(=O)c2ccc(C)cc2)c(C)nn1-c1ccccc1,-8,-6,-3,-4,-1.9,0.6,0,9,-5,-4
CC(C)[C@H](NC(=O)N1CC(=O)Nc2ccccc21)C(=O)N[C@H](Cc1c[nH]c2ccccc12)C(=O)O,-4,1,-4,4,-3.1,-0.1,0,16,-4,0
COc1ccccc1-c1nnc(C2CCN(S(=O)(=O)c3ccccc3[N+](=O)[O-])CC2)o1,0,15,·,-7,-1.1,-1.5,-1,6,8,-3
Cc1cccc(N2CCN(C(=O)CNC(=O)c3ccccc3)CC2)c1C,2,-28,-7,5,1.6,0.0,1,-13,0,9
COc1cccc(OC)c1C(=O)NC(=S)Nc1ccc(S(=O)(=O)Nc2nccs2)cc1,5,-7,5,1,-0.7,-0.6,-3,4,2,3
C[N+]1(CCC(=O)c2ccccc2)CCCCC1,-7,13,0,-17,-2.7,1.9,0,14,4,1
Cc1onc(-c2ccccc2)c1C(=O)NC(=S)NNC(=O)c1cc(-c2ccc(F)cc2)n[nH]1,4,9,-4,-2,-1.9,0.9,-1,10,-3,1
CC(NC(=O)c1c(F)cccc1Cl)c1ccc(-n2ccnc2)cc1 (configuration not stated),2,-29,·,0,-1.9,-1.4,2,13,-4,1

# Full records from above. Values in the order: Keap1 Nrf2 FP | HTR5A inv ctr | CAL PDZ FP | RTF Ca sens inh | MOR-DOR ag | C-LANA FP | V-ATPase pH | OPRM1-OPRD1 inv | cardiac RTF act | HTR5A ag ctr
# Record of COc1cccc(OC)c1C(=O)NC(=S)Nc1ccc(S(=O)(=O)Nc2nccs2)cc1 : 5 | -7 | 5 | 1 | -0.7 | -0.6 | -3 | 4 | 2 | 3
# Record of COCC(=O)Oc1c(S(=O)(=O)c2ccc(C)cc2)c(C)nn1-c1ccccc1 : -8 | -6 | -3 | -4 | -1.9 | 0.6 | 0 | 9 | -5 | -4

# (further entries)
SMILES,Keap1 Nrf2 FP,HTR5A inv ctr,CAL PDZ FP,RTF Ca sens inh,MOR-DOR ag,C-LANA FP,V-ATPase pH,OPRM1-OPRD1 inv,cardiac RTF act,HTR5A ag ctr
COc1ccc(NC(=S)NCC(O)c2ccccc2)c(OC)c1 (configuration not stated),-3,20,3,-10,-0.6,-1.4,-4,3,-4,-8
CC(=O)Nc1nonc1-c1nc2ccccc2n1Cc1nnc(C)o1,-2,4,-5,-3,-3.6,-0.7,2,17,-1,-2
O=C(CNc1cccc2ccccc12)N/N=C/c1ccc(OC(=O)/C=C/c2ccco2)cc1,1,-16,-4,-23,4.9,-1.5,-1,-35,-11,6
COc1ccccc1OCCNC(=O)c1cc(C2CC2)nc2c1cnn2C(C)C,-2,-5,0,-7,0.2,-2.5,-3,-1,-3,1
COc1ccc(NC(=O)c2cccc(N3C(=O)NC4CC3(C)Oc3ccccc34)c2)cc1 (configuration not stated),-2,9,-7,-14,-1.0,0.5,-1,6,9,1
O=C1c2cc([N+](=O)[O-])cc3cc([N+](=O)[O-])cc(c23)C(=O)N1c1ccccn1,1,20,·,-7,1.3,-2.5,-6,-7,-13,-10
C=CCC1NS(=O)(=O)OCC1NC(=O)OCC(Cl)(Cl)Cl (configuration not stated),-3,6,-1,-4,-1.1,1.1,5,6,6,2
N#C/C(=C/c1cn[nH]c1-c1ccc(Br)cc1)C(=O)O,4,7,33*,-10,-3.8,-1.3,0,17,1,-3
CC1CN(CCOCCSc2ccc(Cl)cc2)CC(C)O1 (configuration not stated),1,9,-2,-5,0.0,-2.5,1,0,2,4
CN(CCc1ccccn1)C(=O)Nc1ccc(Cl)cc1,-4,-1,-1,1,0.0,-1.1,-5,0,-5,-1
COC(=O)c1sc2ncccc2c1OCc1ccc(Cl)cc1Cl,3,9,12,-8,0.2,-0.5,1,-1,-1,2
